# GASC-1 inh: inhibitors of GASC-1 histone demethylase, primary screen, biochemical, fluorescence, DELFIA europium. 0.069% of 330,000 active. inhibition, % at 2.35 µM. Lysine-specific demethylase 4C (Homo sapiens), Q9H3R0. GST-JMJD2C(1-420) H3K9me3 demethylation;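 active = more than half of a compound's replicate wells show inhibition beyond 50%, single wells judged on their own value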;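 note: signal counts dimethyl H3K9 product captured on neutravidin plate; 0% = median of DMSO wells and 100% = 0.3 times that DMSO median; strong numbers were not always called active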
# Target sequence (Q9H3R0 1-420 limits assumed): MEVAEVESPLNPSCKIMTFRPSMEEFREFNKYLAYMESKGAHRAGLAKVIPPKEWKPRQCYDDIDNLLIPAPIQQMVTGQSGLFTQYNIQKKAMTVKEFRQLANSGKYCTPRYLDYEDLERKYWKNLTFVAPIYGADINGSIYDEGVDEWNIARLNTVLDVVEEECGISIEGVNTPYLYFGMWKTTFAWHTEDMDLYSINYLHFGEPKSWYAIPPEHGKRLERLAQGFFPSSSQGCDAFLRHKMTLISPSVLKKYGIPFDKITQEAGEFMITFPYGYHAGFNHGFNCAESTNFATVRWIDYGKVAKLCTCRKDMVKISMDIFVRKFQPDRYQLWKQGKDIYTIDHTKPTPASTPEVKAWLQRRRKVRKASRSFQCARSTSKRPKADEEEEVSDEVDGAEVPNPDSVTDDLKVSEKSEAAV
# EBNA-1 inh: EBNA-1 DNA-binding inhibitors, primary screen, biochemical, fluorescence polarization | inhibition, % at 14.8 µM | 0.34% of 300,000 active | AID 1950, 2009; in the data active = inhibition above about 28%
# core dimer inh: inhibitors of HCV core protein dimerization, primary screen, biochemical, TR-FRET, high-throughput; TR-FRET GST/Flag-core106 dimerization, 1536-well; 0.33% of 300,000 active; inhibition, % at 5 µM;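 active = inhibition above the mean of all tested compounds plus 3 SD, set per screening campaign, cut at about 45% in these data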
#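 test system = GST/Flag-tagged HCV core106 proteins | probe or stimulus = Eu donor and XL665 acceptor anti-tag antibodies | times = compound-protein-antibody incubation 4 h at 22.5 °C | signal = TR-FRET, excitation 340 nm, emission 617 and 671 nm | measure = percent inhibition of core106 dimerization signal | controls = wells lacking GST-core106 and wells with excess unlabelled core106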
# TPT1 inh: Candida albicans TPT1 enzyme inhibitors, primary screen, biochemical, fluorescence polarization; AID 1962, 2009; recombinant caTPT1, FP RNA substrate dephosphorylation; 0.81% of 300,000 active; tRNA 2'-phosphotransferase TPT1 (Candida albicans SC5314); inhibition, % at 5 µM;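 active = inhibition above the mean of all tested compounds plus 3 SD, set per screening campaign, cut at about 24% in these data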;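 note: plate controls were DMSO alone for no effect and ferristatin control at 100 nM for full effect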
# PP5 inh: PP5 phosphatase inhibitors, primary screen, biochemical, fluorescence; purified PP5c, OMFP substrate fluorescence; inhibition, % at 6.7 µM; 0.18% of 320,000 active;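 active = inhibition above the campaign's mean inhibition across all tested compounds plus 3 SD, cut at about 9.5% in these data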;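 note: 0% = DMSO only and 100% = 100 µM cantharidin control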
# Target sequence (P53041 whole entry, looked up): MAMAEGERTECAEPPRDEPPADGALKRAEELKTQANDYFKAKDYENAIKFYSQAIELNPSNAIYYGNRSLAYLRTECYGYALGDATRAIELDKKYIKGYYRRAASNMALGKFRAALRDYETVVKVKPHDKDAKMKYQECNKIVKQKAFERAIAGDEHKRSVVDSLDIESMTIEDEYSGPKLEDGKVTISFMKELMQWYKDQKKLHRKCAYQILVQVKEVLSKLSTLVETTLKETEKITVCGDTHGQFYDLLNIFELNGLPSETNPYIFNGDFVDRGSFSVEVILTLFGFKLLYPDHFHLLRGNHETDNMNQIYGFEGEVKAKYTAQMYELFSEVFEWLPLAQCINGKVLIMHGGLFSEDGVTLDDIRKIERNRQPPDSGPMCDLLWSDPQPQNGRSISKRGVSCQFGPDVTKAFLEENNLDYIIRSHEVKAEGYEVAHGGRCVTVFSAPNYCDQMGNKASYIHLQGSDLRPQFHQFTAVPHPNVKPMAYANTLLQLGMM
# PP1 inh: PP1-alpha phosphatase inhibitors, primary screen, counter-screen for PP5 inhibitor project, biochemical, fluorescence, OMFP substrate, single point. 0.9% of 320,000 active. inhibition, % at 6.7 µM. Serine/threonine-protein phosphatase PP1-alpha catalytic subunit (Homo sapiens), P62136. purified PP1alpha;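 active = inhibition above the mean inhibition of all tested compounds plus 3 SD, computed separately for each screening campaign, cut at about 15% in these data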
# ZTA counter: blocks Epstein-Barr virus ZTA, an EBNA-1 counter-screen; inhibition, % at 11 µM; ZTA-DNA binding, fluorescence polarization; P03206; 0.15% of 320,000 active; in the data active = inhibition above about 33%
# CR mimetic SO: reduction of superoxide in aged yeast, primary screen, HTS; S. cerevisiae aged cells, superoxide DHE fluorescence; active compounds read low; AID 2690, 2010; 0.18% of 330,000 active; superoxide response (% of plate mean), % at 10 µM;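 active = superoxide response under a set limit, about three screen SD below normal, cut at about 65% in these data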;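 note: yeast aged for seven days with compound at 30 °C before DHE staining; 100% = average MFI of all compound-treated wells on the plate with controls excluded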
# Fh CTSL1 inh: Fasciola hepatica cathepsin L1 inhibitors, primary screen, counter-screen for PFM18AAP inhibitor project, biochemical, QFRET, fluorogenic peptide substrate | inhibition, % at 5.96 µM | 0.49% of 300,000 active | recombinant F. hepatica cathepsin L1, Z-Leu-Arg-MCA fluorescence;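 active = inhibition above the mean of all tested compounds plus 3 SD, set per screening campaign, cut at about 17% in these data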;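 note: 0% = plate median of test compound wells and 100% = 1 µM Z-Phe-Ala-diazomethylketone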
# * hit, by the source's call; x = no result given.
# The line under a structure holds: GASC-1 inh	EBNA-1 inh	core dimer inh	TPT1 inh	PP5 inh	PP1 inh	ZTA counter	CR mimetic SO	Fh CTSL1 inh
> COc1ccc(C(=O)Nc2c3c(nn2-c2cccc(Cl)c2)CS(=O)C3)cc1 (centres undefined)
    5	6	-9	-6	1.0	-2	-3	97	0
> O=C(COC(=O)c1cncc(Br)c1)NCc1ccccc1
    8	0	1	0	-2.7	0	3	95	-3
> COc1ccc(Oc2nc(-c3ccccn3)ncc2OC)cc1
    -13	7	2	1	2.9	22*	6	98	2
> Cc1ccc(C(=O)NCCN2CCOCC2)c(Cl)c1
    7	-6	-13	0	-3.9	1	-28	85	-2
> Cc1cccc(NC(=O)C2CCN(c3nccc(C)n3)CC2)c1
    7	-3	1	3	1.7	0	4	82	-4
> Cc1nc(CCNC(=O)COc2ccccc2)cs1
    17	5	0	4	1.4	-2	0	101	-3
> Nc1nnnn1/N=C/c1cc(Cl)cc(Cl)c1OCc1ccc(Cl)cc1Cl
    -9	-1	-1	0	2.8	13	8	115	-1
> O=C(NCc1ccccc1)C(c1ccco1)N(C(=O)c1csnn1)C1CC1 (centres undefined)
    -2	5	8	1	-0.4	-2	-13	107	0
> CS(=O)(=O)N1N=C(c2ccco2)CC1c1cccc([N+](=O)[O-])c1 (centres undefined)
    1	-3	5	-1	-2.0	-1	5	115	3
> CSc1ccccc1NC(=O)Cn1nc([N+](=O)[O-])cc1C
    1	8	8	-1	1.3	4	1	97	4
> CN1CCN(CC(=O)n2c3c(c4ccccc42)CCCC3)CC1
    -3	8	4	2	0.2	0	-17	82	0
> O=C(COC(=O)c1nc(Cl)ccc1Cl)NCc1cccs1
    2	10	1	-2	-1.0	1	6	105	-6
> O=C(CCNC(=O)c1ccco1)Nc1ccccc1
    4	-4	-15	-3	0.5	0	-7	94	-2
> O=c1c(O)cccc2cc(O)c(O)c(O)c12
    87*	-5	-16	19	2.3	21*	33*	87	4
> Cc1cc(NC(=O)c2ccc(Cl)cc2)n(CCOC(=O)c2ccc(Cl)cc2)n1
    -19	4	-5	-2	7.8	2	-16	114	2

# Remaining list, next part:
# The line under a structure holds: GASC-1 inh	EBNA-1 inh	core dimer inh	TPT1 inh	PP5 inh	PP1 inh	ZTA counter	CR mimetic SO	Fh CTSL1 inh
> CC(C)c1nnc(NC(=O)c2cc3cc(Br)ccc3oc2=O)s1
    0	-13	8	2	-0.9	-2	-3	104	-1
> O=C(NCCCn1ccnc1)c1cccnc1
    -11	1	-12	-3	-0.1	-4	-4	94	0
> CCOc1ccc(Br)cc1S(=O)(=O)Nc1cccnc1
    -1	2	-2	1	-1.8	-2	10	109	0
> COCC1CCN(Cc2cn[nH]c2-c2ccc(OC)c(F)c2)C1 (centres undefined)
    12	-13	3	-3	-2.3	-3	-6	110	-2
> CCOC(=O)C1(C)/C(=N/Nc2cccc(Cl)c2)C(=O)C(=O)N1c1ccccc1 (centres undefined)
    6	10	-12	-2	0.7	-1	6	83	5
> O=C(CN1CCN(c2ccccc2F)CC1)NCc1ccc(Cl)cc1
    -5	-5	-6	2	3.5	2	-2	101	-5
> CCN(CC)C(=O)Cn1cc(C(=O)C(=O)N2CCN(c3ccc([N+](=O)[O-])cc3)CC2)c2ccccc21
    5	-3	6	-2	0.2	-4	4	94	1
> Cc1ccccc1C(=O)NC(=S)NCc1ccccc1
    1	3	2	-3	2.0	2	13	95	-1
> CCN1CCN(c2ncc(C(=O)N3CCCc4ccccc43)c3ccccc23)CC1
    -5	-1	-4	5	-1.0	-1	17	95	3
> CCOc1ccc(-n2c(SCC(N)=O)nnc2-c2cccnc2)cc1
    6	7	-8	-4	1.1	-6	6	99	-4
> CN(C(=O)COC(=O)COc1ccccc1F)C1CCS(=O)(=O)C1 (centres undefined)
    6	8	-2	-1	-1.1	-1	15	106	-13
> CCCCSc1cc(=O)n(-c2ccccc2)nc1C(=O)OCC
    -4	-7	2	-2	2.4	-2	-6	107	2
> CC(=O)Nc1sc(-c2ccc(Cl)cc2)nc1-c1ccccc1
    -8	-1	2	-1	0.3	0	-6	114	3
> COc1ccc(/C=C\c2cc(OC)c(OC)cc2CC[N+](C)(C)C)cc1OC
    -10	-10	-2	1	1.5	0	10	109	1
> CC(=O)Nc1ccc(NC(=O)C(C)OC(=O)CNS(=O)(=O)c2cccc(Cl)c2)cc1 (centres undefined)
    -1	-6	1	0	-2.9	-1	7	92	-30

# Structures above containing a nitro group on carbon, in the order listed:
# The line under a structure holds: GASC-1 inh	EBNA-1 inh	core dimer inh	TPT1 inh	PP5 inh	PP1 inh	ZTA counter	CR mimetic SO	Fh CTSL1 inh
> CS(=O)(=O)N1N=C(c2ccco2)CC1c1cccc([N+](=O)[O-])c1 (centres undefined)
    1	-3	5	-1	-2.0	-1	5	115	3
> CSc1ccccc1NC(=O)Cn1nc([N+](=O)[O-])cc1C
    1	8	8	-1	1.3	4	1	97	4
> CCN(CC)C(=O)Cn1cc(C(=O)C(=O)N2CCN(c3ccc([N+](=O)[O-])cc3)CC2)c2ccccc21
    5	-3	6	-2	0.2	-4	4	94	1

# Some entries already given, showing only TPT1 inh and PP1 inh:
Structure	TPT1 inh	PP1 inh
CC(=O)Nc1sc(-c2ccc(Cl)cc2)nc1-c1ccccc1	-1	0
COc1ccc(/C=C\c2cc(OC)c(OC)cc2CC[N+](C)(C)C)cc1OC	1	0

# Entries of single compounds from above.
# CC(=O)Nc1sc(-c2ccc(Cl)cc2)nc1-c1ccccc1 reads GASC-1 inh: -8; EBNA-1 inh: -1; core dimer inh: 2; TPT1 inh: -1; PP5 inh: 0.3; PP1 inh: 0; ZTA counter: -6; CR mimetic SO: 114; Fh CTSL1 inh: 3
# CCN1CCN(c2ncc(C(=O)N3CCCc4ccccc43)c3ccccc23)CC1 reads GASC-1 inh: -5; EBNA-1 inh: -1; core dimer inh: -4; TPT1 inh: 5; PP5 inh: -1.0; PP1 inh: -1; ZTA counter: 17; CR mimetic SO: 95; Fh CTSL1 inh: 3

# Remaining list, next part:
# The line under a structure holds: GASC-1 inh	EBNA-1 inh	core dimer inh	TPT1 inh	PP5 inh	PP1 inh	ZTA counter	CR mimetic SO	Fh CTSL1 inh
> CCOc1ncccc1C(=O)NCc1ccccc1F
    -20	7	2	0	-3.9	-4	12	92	2
> CCC(=O)N1CCN(c2ccc(NC(=O)c3c(F)c(F)c(OC)c(F)c3F)cc2)CC1
    11	7	0	-6	0.1	1	1	86	1
> CCC(C)C(NC(=O)c1ccccc1NC(=O)c1ccc(C)cc1)C(=O)O (centres undefined)
    -11	-8	-2	0	1.7	-2	-9	157	2
> CCC(NC(=O)c1ccccc1NC(=O)c1ccco1)C(=O)O (centres undefined)
    x	-14	-5	-2	3.6	-3	-16	111	-3
> CCN1CCN(C(=O)Nc2cccc(C(F)(F)F)c2)CC1
    1	3	-2	-2	0.1	-1	8	81	-3
> CN1CCc2c(sc3nc(SCC(=O)N4CCOCC4)n(-c4ccc(Cl)cc4)c(=O)c23)C1
    1	3	15	6	-2.7	3	8	101	1
> COc1ccc(S(=O)(=O)NCc2ccc3c(c2)OCO3)cc1C
    6	2	1	-3	1.1	-3	-9	97	-4
> O=[N+]([O-])c1cccc(-c2cc(-c3cc(Br)ccc3O)[nH]n2)c1
    -14	-5	-1	-2	4.1	12	-7	98	1
> COC(=O)CNC(=O)C1CCCN1C(=O)CNC(=O)OCc1ccccc1 (centres undefined)
    -13	-7	3	-1	-0.3	-3	13	112	4
> CCOC(=O)C1CCN(C(=O)COC(=O)c2oc3ccccc3c2C)CC1
    -1	6	0	0	-2.4	-3	10	94	0
> COC(=O)c1cc(N2C(=O)C3C(C2=O)C2(C)C=CC3(C)O2)ccc1Cl (centres undefined)
    3	-1	15	0	0.2	-1	8	82	-1
> Cc1cc(N2CCN(c3nc4ccccc4s3)CC2)n2ncnc2n1
    -2	12	9	2	-0.2	1	-7	104	0
> COC(=O)c1ccc(S(=O)(=O)NCc2cccc(OC)c2)n1C
    2	-8	-4	-3	0.5	3	-2	100	-3
> O=C(COc1ccc2c(-c3ccccc3)cc(=O)oc2c1)NCC1CCC(C(=O)O)CC1 (centres undefined)
    -2	6	-1	0	0.5	1	-6	113	3
> O=C(NCc1ccccc1)C1=C[C@@H](C2CCCCC2)C[C@@H](OCCCCO)O1
    -4	5	-5	1	-0.4	-2	8	88	1

# Single values from the results shown.
# Under CR mimetic SO, CCC(C)C(NC(=O)c1ccccc1NC(=O)c1ccc(C)cc1)C(=O)O (centres undefined) shows 157
# Under GASC-1 inh, CCC(=O)N1CCN(c2ccc(NC(=O)c3c(F)c(F)c(OC)c(F)c3F)cc2)CC1 shows 11

# (more compounds)
# The line under a structure holds: GASC-1 inh	EBNA-1 inh	core dimer inh	TPT1 inh	PP5 inh	PP1 inh	ZTA counter	CR mimetic SO	Fh CTSL1 inh
> CCN(CC)C1=NC=CC(c2ccccc2)=CC1C (centres undefined)
    1	7	-13	-3	1.5	2	0	93	4
> CN(CCOC(=O)c1ccco1)Cc1ccccc1
    -3	2	-8	-1	4.7	-2	16	109	1
> CN1CCN(c2ccc(Cl)cc2NC(=O)CN2C(=O)NC(C)(c3ccccc3)C2=O)CC1 (centres undefined)
    0	-8	0	-6	-1.0	2	-21	101	7
> O=C(CCc1ccccc1)NNC(=O)c1ccccc1Cl
    4	-7	2	0	0.1	-4	15	90	-1
> COn1c(-c2ccccc2)nc2c1CCc1c-2no[n+]1[O-]
    -8	5	6	-4	0.2	-2	-10	86	2
> CCOc1ccccc1NC(=O)c1csc(C)c1C
    -15	12	16	-2	1.2	0	1	100	0
> CCC(C(=O)N/N=C/c1cccnc1)c1ccccc1 (centres undefined)
    5	6	6	-3	-0.7	-3	-7	91	0
> COc1ccc(N2CCN(C3CCCN(Cc4cccc(C(C)=O)c4)C3)CC2)cc1 (centres undefined)
    9	-6	-10	-1	-4.2	-6	-3	92	11
> COc1ccc(CNC(=O)C2COc3ccccc3O2)cc1 (centres undefined)
    5	-3	-4	2	-1.3	4	-31	112	-1
> CC1CN(C(=O)CSc2nnc(NC(=O)NC(C)(C)C)s2)CC(C)O1 (centres undefined)
    10	5	-6	-4	-1.7	-2	-6	110	-1
> COc1ccc(C(CNC(=O)c2cc3ccccc3o2)N2CCCC2)cc1 (centres undefined)
    -5	x	x	x	1.8	-3	-8	108	x
> Cc1ccc(NC(=O)C2CCN(S(=O)(=O)c3ccc4c(c3)NC(=O)CO4)CC2)cc1
    34	-13	-9	1	3.0	3	-40	105	13
> COCCNC(=O)Cc1cn(C)c2ccccc12
    -6	12	11	1	1.8	-3	5	101	2
> COC(=O)C(C)Oc1cc(C)ccc1COc1ccc(-n2nc(C)n(C(F)F)c2=O)cc1 (centres undefined)
    -10	-10	-3	1	0.7	6	-12	114	0

# From PubChem BioAssay
